# High-throughput results (PubChem)
# GBA activity up – glucocerebrosidase activity enhancement; L444P Gaucher fibroblasts, 4-MU-glucoside fluorescence, 3 days; activation, % at 10 µM; P04062; 30,000 compounds, 0.44% hits; in the data active means activation above about 65%;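 further: 0% = vehicle wells and 100% = positive control wells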
# Target sequence (P04062 whole entry L483P): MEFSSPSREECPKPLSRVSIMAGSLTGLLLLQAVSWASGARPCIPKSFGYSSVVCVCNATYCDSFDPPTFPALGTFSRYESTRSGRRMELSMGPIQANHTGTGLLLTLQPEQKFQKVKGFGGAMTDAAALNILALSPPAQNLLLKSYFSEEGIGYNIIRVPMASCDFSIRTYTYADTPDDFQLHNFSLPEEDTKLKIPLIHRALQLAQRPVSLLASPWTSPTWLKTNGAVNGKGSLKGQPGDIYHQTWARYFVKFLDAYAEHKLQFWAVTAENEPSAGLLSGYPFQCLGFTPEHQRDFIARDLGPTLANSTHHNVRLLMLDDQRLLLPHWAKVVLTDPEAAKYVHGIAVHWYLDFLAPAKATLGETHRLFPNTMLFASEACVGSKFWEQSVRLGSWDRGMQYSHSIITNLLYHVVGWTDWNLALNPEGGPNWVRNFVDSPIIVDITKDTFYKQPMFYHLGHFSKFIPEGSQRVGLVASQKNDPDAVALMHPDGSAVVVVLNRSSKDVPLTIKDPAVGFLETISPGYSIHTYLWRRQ
# An asterisk follows results filed as active. This is a subset. The share of hits here may be higher or lower than overall.
entry	molecule	GBA activity up
1	O=C(Nc1ccc(Cl)cc1C(=O)NCC1CCCO1)c1ccco1 (stereo not given)	-7
2	O=c1c(F)cn(C2CCCO2)c(=O)n1Cc1c(F)cccc1Cl (stereo not given)	-50
3	Cc1nc2cc(Cl)c(Cl)cc2nc1C	-6
4	O=C(Oc1cccc(Br)c1)c1cccnc1	-6
5	Cc1cccc(-n2ccnc2SCC(=O)Nc2nccs2)c1	-7
6	O=C(CSc1nc2ccccc2s1)NC(=O)NCc1ccco1	-16
7	COC(=O)c1ccc2nc(NC(=O)CN3C(=O)CCC3=O)sc2c1	12
8	CC1CN(C(=O)c2cc3c(=O)n4ccccc4nc3s2)CC(C)O1 (stereo not given)	-6
9	CCOC(=O)C(C(=O)Nc1cccc(C)n1)C1CCCCC1 (stereo not given)	3
10	C[N+]1=C2CCCCCN2C(O)(c2ccccc2)C1 (stereo not given)	-30
11	COc1ccc(CCNC(=O)CSc2nnc(-c3ccc(F)cc3)o2)cc1OC	-11
12	CN(C)S(=O)(=O)c1cccc(C(=O)OCC(=O)Nc2sccc2C(N)=O)c1	-7
13	COc1cccc(CN(C)C(=O)c2ccc(S(=O)(=O)N3CCCC3)cc2)c1OC	-13
14	Cc1ccc2c(CC(=O)N3CCN(S(=O)(=O)c4ccc5c(c4)OCCO5)CC3)coc2c1	-9
15	Cc1cc(=S)[nH]c2ccccc12	7
16	O=C(O)c1cc2c(s1)-c1ccccc1OC2	-20

# Gathered by group, those above containing an aryl methoxy group.
entry	molecule	GBA activity up
11	COc1ccc(CCNC(=O)CSc2nnc(-c3ccc(F)cc3)o2)cc1OC	-11
13	COc1cccc(CN(C)C(=O)c2ccc(S(=O)(=O)N3CCCC3)cc2)c1OC	-13

# (further entries)
entry	molecule	GBA activity up
17	COc1ccc(NC(=O)c2c(OC)cccc2OC)c(OC)c1	2
18	CN1CCN(C(=S)c2ccc(N(C)C)cc2)CC1	-10
19	CC(C)OC(=O)CSc1nnc(-c2cnccn2)n1C	11
20	CC(C)(C)c1cc(=O)n2c(C#N)c(C#N)nc2[nH]1	-19
21	O=C(Nc1ccc(S(=O)(=O)NCc2ccccc2)cc1)Nc1ccc2c(c1)OCO2	20
22	Cc1ccc2nc(N3CCN(C)CC3)c(C#N)cc2c1	-14
23	CC(=O)Nc1ccc(C(=O)CSc2nnc3scc(-c4ccccc4)n23)cc1	1
24	COCC(=O)N(C)c1nnc(-c2cnc(C)cn2)s1	-1

# Two records picked at random from the list so far:
entry	molecule	GBA activity up
22	Cc1ccc2nc(N3CCN(C)CC3)c(C#N)cc2c1	-14
23	CC(=O)Nc1ccc(C(=O)CSc2nnc3scc(-c4ccccc4)n23)cc1	1

# Continuation:
entry	molecule	GBA activity up
25	O=C(NCN1CCCCC1)c1cnccn1	-2
26	Fc1ccc(CSc2nncn2NCc2ccc3c(c2)OCO3)cc1	2
27	CCCS(=O)(=O)N1CCCC(C(=O)NCc2ccc(C)cc2)C1 (stereo not given)	-17
28	COc1cc(C2C(C(C)=O)=C(O)C(=O)N2CCc2c[nH]c3ccccc23)ccc1O (stereo not given)	-14
29	Cc1noc(C)c1S(=O)(=O)Nc1ccc(C(=O)NC2CCCCC2C)cc1 (stereo not given)	1
30	CC(C)(C)NCCCCOc1ccc(F)cc1	-29
31	O=C(NCc1ccco1)c1cnc2n(c1=O)CCS2	-7
32	N#Cc1c(NC(=O)CCn2cnc3ccccc3c2=O)oc(-c2ccccc2)c1-c1ccccc1	8
33	Cn1c(=O)c2c(-c3ccccc3)n3c4ccccc4ncc3c2n(C)c1=O	-41
34	CCC1SC2=NC(C)=C(C(=O)OC)C(c3ccc(C)cc3)N2C1=O (stereo not given)	-5
35	O=c1[nH]c2cc3c(cc2cc1CN(Cc1nnnn1CC1CCCO1)C1CCCCC1)OCO3 (stereo not given)	-44
36	CS(=O)(=O)N(CC(=O)N1CCCCC1)c1ccc2c(c1)OCO2	-13
37	Cc1nnc(C)c2c(C)n(C(C)c3ccccc3)c(C)c12 (stereo not given)	-5
38	CC(C)(C)c1ccc(C(=O)NCCC(=O)NCc2ccco2)cc1	9
39	Cc1cc(OC(=O)N2CCOCC2)cc(C)c1Cl	-9
40	CCOC(=O)C1CCN(C(=O)c2ccc(SC)cc2OC)CC1	-14
41	Cc1nc2ncnn2c(C)c1CCC(=O)NCc1ccccc1	-38
42	C=CCN(C(=O)CSc1nc2[nH]ncc2c(=O)n1-c1ccccc1OC)c1ccccc1	11
43	COc1ccc(CCNC(=O)Cn2nnc(-c3cccs3)n2)cc1OC	8
44	CC(C)(C)N(Cc1ccccc1)C(=O)c1ccc2c(c1)OCCO2	-46
45	CCCNC(=O)NC(=O)CN1C(=O)NC(C)(c2ccc(C)cc2)C1=O (stereo not given)	-1
46	CCOC(=O)c1cc(NC(=O)C2CCCO2)cc(C(=O)OCC)c1 (stereo not given)	-32
47	COc1ccccc1S(=O)(=O)Cc1ccc(C(=O)NCc2cccs2)o1	-12
48	CC(=O)N1CCc2cc(S(=O)(=O)CCC(=O)Nc3c(C)n(C)n(-c4ccccc4)c3=O)ccc21	-30
49	CC(=NC1CCN(Cc2ccccc2)CC1)c1c(O)[nH]c(=O)[nH]c1=O	-6
50	COc1ccc(-n2c(C)nc3c(cnn3-c3ccccc3)c2=O)cc1	-6
51	Cc1ccc(S(=O)(=O)N(C)c2ccc(NS(C)(=O)=O)cc2)cc1	-6
52	CC1CCCCN1CC(=O)Nc1sc2c(c1C#N)CCC2 (stereo not given)	-15
53	C=CCn1c(SCC(=O)Nc2nc(C)cs2)nnc1C(CO)NC(=O)c1ccccc1 (stereo not given)	3
54	COc1ccc(Cl)cc1NC(=O)CN1CCC(n2nnc3cc(C)ccc32)CC1	-42
55	COC(=O)C1CCN(C(=O)c2ccc(Cl)c(S(=O)(=O)NCc3cccnc3)c2)CC1	-5
56	O=C(COc1ccc(Cl)cc1)Nc1ccccc1C(=O)NCc1ccco1	-14
57	O=C1COc2ccc(C(=O)CSc3nnc(-c4cccs4)n3Cc3ccccc3)cc2N1	-13
58	O=C(C1Cc2ccccc2CN1S(=O)(=O)c1cccs1)N1CCCCC1 (stereo not given)	-43
59	CCOC(=O)C1CCN(C(=O)CN(c2cccc(OC)c2)S(=O)(=O)c2ccccc2)CC1	9
60	COc1ccc(-c2nnn(CCc3nn[nH]n3)n2)cc1OC	-25
61	CC(C)CC(NC(=O)C1CCC(C)CC1)C(=O)Nc1ccccn1 (stereo not given)	-60
62	COc1cccc(C(=O)N(CN2CCCC2=O)c2cccc(Cl)c2)c1	-4
63	Cc1cc2ncn(CCOc3ccccc3C#N)c2cc1C	-16
64	CC1=Nn2c(nnc2-c2ccccc2Cl)SC1	13
65	O=C(Oc1ccc(OC(=O)N2CCOCC2)cc1)c1ccccc1	-3
66	COc1ccc(C(C(=O)OCCN(C)C)c2ccccc2)cc1 (stereo not given)	6
67	O=C(c1ccc(CS(=O)(=O)c2cccc(C(F)(F)F)c2)o1)N1CCN(c2ccccn2)CC1	3
68	Cn1c(SCC(=O)Nc2ccccc2F)nnc1-c1ccc(S(=O)(=O)N2CCOCC2)cc1	-10
69	O=c1cc(-c2ccccc2)[nH]n1-c1nc2ccccc2s1	-3
70	CN(C)c1ccc(-c2ccccc2)nn1	-53
71	CCS(=O)(=O)N1CCC(C(=O)NCCCN2CCCCCC2)CC1	2
72	Cn1c(CC(=O)Nc2ccccc2)nnc1SCCOc1ccccc1	-2
73	CCOC(=O)C1CCCN(Cc2ccccc2OCC)C1 (stereo not given)	-1
74	CCOC(=O)c1c(NC(=O)c2ccc(-n3cnnn3)cc2)sc2c1CCCC2	4
75	O=C(NCc1ccccc1)NC(=O)c1ccncc1	-6
76	O=C(CN1C2CCC1CC(NC(=O)NC1CCCCC1)C2)NC1CC1 (stereo not given)	-59
77	CCOc1ccc(NC(=O)c2ccc(F)c(S(=O)(=O)N3CCN(c4ccccn4)CC3)c2)cc1	18
78	CCCCc1ccc(S(=O)(=O)NCCc2ccncc2)cc1	-43
79	CCCS(=O)(=O)N1CCC(C(=O)c2cccc(C(F)(F)F)c2)CC1	-2
80	CCCCN(CC)S(=O)(=O)N1CCC(C(=O)NCc2ccc(F)cc2)CC1	6

# Other entries
entry	molecule	GBA activity up
81	O=C(NCc1ccco1)c1cc(-c2ccc(Cl)cc2)on1	5
82	O=C(O)Cn1c(SCCOc2ccccc2)nc2ccccc21	-9
83	Cc1ccc(CN2C(=O)CCC2C(=O)NCc2ccc(F)cc2)cc1 (stereo not given)	19
84	O=C(OCc1nc2ccccc2s1)C1CCN(S(=O)(=O)c2cccs2)CC1	-5
85	CC1Oc2ccccc2N(CC(=O)NCC2CCCO2)C1=O (stereo not given)	-20
86	O=C(CSCCO)Nc1ccc(C2CCCCC2)cc1	-10
87	O=C(O)CC(C(=O)Nc1cccc(C(F)(F)F)c1)C1CCCO1 (stereo not given)	7
88	CC(=O)c1cccc(NC(=O)CN2C(=O)NC3(CCCCCCC3)C2=O)c1	0

# An excerpt of these results, field by field.
(82) O=C(O)Cn1c(SCCOc2ccccc2)nc2ccccc21
  GBA activity up: -9
(87) O=C(O)CC(C(=O)Nc1cccc(C(F)(F)F)c1)C1CCCO1 (stereo not given)
  GBA activity up: 7
(86) O=C(CSCCO)Nc1ccc(C2CCCCC2)cc1
  GBA activity up: -10
(85) CC1Oc2ccccc2N(CC(=O)NCC2CCCO2)C1=O (stereo not given)
  GBA activity up: -20

# Next entries:
entry	molecule	GBA activity up
89	Cn1c(SCC(=O)Nc2ccc(N3CCOCC3)c(Cl)c2)nnc1-c1ccccc1	2
90	Cn1c(Cc2ccccc2)nnc1SCC(=O)Nc1ccc2c(c1)OCO2	-28
91	CCOC(=O)c1c(NC(=O)c2noc3c2CCCC3)sc(C)c1C	-4
92	CNC(=O)CN(c1cc(C)ccc1C)S(C)(=O)=O	33
93	CC(C)(C)NC(=O)C1CCC(C)(C(=O)O)C1(C)C (stereo not given)	-4
94	C=CCNC(=O)CCNS(=O)(=O)c1ccc(Br)cc1	-6
95	CC(C)(C)c1cc(CN2CCN(CCO)CC2)cc(C(C)(C)C)c1O	2
96	Cc1cc(C)c(C#N)c(SCCS(=O)(=O)Cc2ccccc2)n1	-21
97	CC1(c2ccccn2)Nc2ccccc2-c2nc3ccccc3n21 (stereo not given)	17
98	O=C(NCCN1CCOCC1)c1ccc(CS(=O)(=O)Cc2ccccc2F)o1	-10
99	O=C(OC1CCCCC1=O)c1cc(=O)c2ccccc2o1 (stereo not given)	-14
100	CN1CCN(C2=C(Cl)C(=O)N(Cc3ccccc3)C2=O)CC1	-17
101	CCOC(=O)c1ccc(NS(=O)(=O)c2c(C)n(C)c(=O)n(C)c2=O)cc1	-6
102	Cc1ccc(C)c(C(=O)COC(=O)c2ccc(Br)o2)c1	-13
103	CCOc1ccc(CCNC(=O)CCn2cccc2)cc1OCC	-19
104	O=C(Nn1cnc2ccccc2c1=O)C1CCCCC1	23
105	CCn1cc(C(=O)NCc2ccc3c(c2)OCO3)c(=O)c2cc(F)c(N3CCN(C)CC3)cc21	-60
106	COc1cccc(-n2nnc3c(=O)n(Cc4ccc(C)cc4)cnc32)c1	-17
107	COc1c(S(=O)(=O)N2CCCCC2)ccc2c(S(=O)(=O)N3CCCCC3)cccc12	-18
108	CCCCSc1nnc(-c2c[nH]c3ccccc23)n1C	-13
109	CCCCN(CC)CCCNC(=O)CS(=O)(=O)Cc1nc(-c2cccc(OC)c2)oc1C	9
110	O=C(NCCO)c1nc(NCCO)c2ccccc2n1	12
111	Cc1ccnc(SCC(=O)O)n1	-53
112	c1ccc2[nH]c(-c3ccnc4ccccc34)nc2c1	-22
113	CCOC(=O)N1CCC(NC(=O)C(NS(=O)(=O)c2ccc3c(c2)CCN3C(C)=O)C(C)C)CC1 (stereo not given)	5
114	COC(=O)C(Cc1cncn1COCc1ccccc1)NC(=O)OC(C)(C)C (stereo not given)	-21
115	CC1(C)CC(=O)C=C(NCCCN2CCCC2=O)C1	49
116	O=C(O)c1cc2n(n1)C(C(F)(F)F)CC(c1ccco1)N2 (stereo not given)	-1
117	CCOc1cccc(NC(=O)C2CC(=O)N(C)C(=Nc3cccc(F)c3)S2)c1 (stereo not given)	-34
118	Cn1c(=O)cc(SCC(=O)NCCCN2CCOCC2)c2ccc(Cl)cc21	26
119	CCOc1nc(-c2ccccc2)ccc1-c1noc(COc2ccccc2)n1	-34
120	O=C(NCc1cccnc1)c1c[nH]c2cc3c(cc2c1=O)OCCO3	-8
121	COC(=O)Nc1ccc2c(c1)N(C(=O)CCN1CCOCC1)c1ccccc1S2	-8
122	O=C(O)c1c(Cl)c(Cl)c(Cl)c(Cl)c1C(=O)N1CCOCC1	-28
123	O=C(CCCCCN1C(=O)CCC1=O)Nc1ccc(Br)cc1F	3
124	CC(=O)OCn1nnc2ccccc2c1=O	1
125	O=C(NCc1ccccn1)NC12CC3CC(CC(C3)C1)C2	-12
126	S=c1[nH]nc(Cc2ccccc2)n1Cc1ccco1	101*
127	O=C(Cc1ccc(S(=O)(=O)N2CCCC2)s1)N1CCOCC1	-15
128	Cc1cccc(OCC(=O)Nc2cc(C)ccc2O)c1	-6
129	CCOc1ccc2ccccc2c1CNCCN1CCOCC1	0
130	CS(=O)(=O)N(Cc1ccccc1)c1ccc(C(=O)N2CCOCC2)cc1	-3
131	COc1cc(NS(=O)(=O)N2CCCC2)cc(OC)c1OC	-13
132	CCN(CC)P(=O)(C(NC(=O)OC)C(F)(F)C(F)(F)C(F)(F)C(F)F)N(CC)CC (stereo not given)	-2
133	COc1cccc2cc(C(=O)C3=C(O)C(=O)N(CCCN4CCOCC4)C3c3ccncc3)oc12 (stereo not given)	-8
134	O=C(CSc1ccc2c(c1)OCCO2)Nc1ccc(Cl)cn1	-12
135	Cc1ccc(SCCNS(=O)(=O)c2ccc3c(c2)OCCO3)cc1	-16
136	CCOc1cc(CNc2ccc3[nH]c(=O)[nH]c3c2)ccc1OCC(=O)NC(C)(C)C	2
137	N#Cc1nc(-c2ccco2)oc1NCCc1ccccc1	-34
138	CCCc1[nH]nc2c1C(c1ccc(OC(=O)N3CCOCC3)cc1)C(C#N)=C(N)O2 (stereo not given)	-3
139	O=C(Nc1ccccc1-c1ccccc1)NC1CCN(C(=O)N2CCOCC2)CC1	-34
140	COc1ccc(C(C)=O)c2c(O)cccc12	-43
141	O=C(C1CC(c2ccc(F)cc2)=NO1)N1CCCCC1 (stereo not given)	-11
